Screening data as filed in PubChem.
SIRT5 block: inhibitors of human sirtuin-5 desuccinylase | Q9NXA8 | Purified SirT5, succinyl-peptide AMC, trypsin-coupled fluorescence | inhibition, % at 15 µM | actives 1.1% (n = 330,000); in the data active = inhibition above about 15%
Target sequence (Q9NXA8 whole entry, looked up): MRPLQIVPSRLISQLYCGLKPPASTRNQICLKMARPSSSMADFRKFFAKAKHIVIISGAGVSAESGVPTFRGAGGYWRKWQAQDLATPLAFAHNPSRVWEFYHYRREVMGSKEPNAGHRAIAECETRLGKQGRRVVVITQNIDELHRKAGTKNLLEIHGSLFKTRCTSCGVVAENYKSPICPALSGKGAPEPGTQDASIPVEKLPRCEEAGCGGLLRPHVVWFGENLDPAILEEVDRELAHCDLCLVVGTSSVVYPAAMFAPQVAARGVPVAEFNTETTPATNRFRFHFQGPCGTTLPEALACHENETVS
S100A4 inh HTS: blocks human S100A4 binding to myosin IIA peptide. S100A4/TAMRA-MyoIIA peptide fluorescence polarization. inhibition, % at 10.7 µM. actives 0.14% (n = 360,000). P26447;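 active = mean inhibition of at least 70% across replicates, with every replicate also reaching that level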
Target sequence (P26447 whole entry, looked up): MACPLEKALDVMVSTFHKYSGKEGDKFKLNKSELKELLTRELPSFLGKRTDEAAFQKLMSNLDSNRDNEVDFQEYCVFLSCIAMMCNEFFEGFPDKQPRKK
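Assay system: human S100A4 monomer with TAMRA-labelled myosin IIA peptide / Buffer or medium: Calcium-containing HEPES buffer, pH 7.2 / Reagent: TAMRA-labelled myosin IIA heavy-chain peptide probe, 5 nM / Compound: one dose per compound / Timing: polarization read 5 min after assay mix addition, stable 5–60 min / Benchmarks: neutral control DMSO, positive control TFP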
Casp6 inh: inhibitors of human caspase-6 | P55212 | inhibition, % at 12.5 µM | actives 0.53% (n = 350,000) | purified caspase-6, Z-VEID-R110 cleavage fluorescence;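 active = mean inhibition across replicates at least about 35%, with every replicate also reaching that limit, limit read from the data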;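 note: 0% = median of neutral control wells and 100% = no fluorescence left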
Target sequence (P55212 24-179 limits assumed): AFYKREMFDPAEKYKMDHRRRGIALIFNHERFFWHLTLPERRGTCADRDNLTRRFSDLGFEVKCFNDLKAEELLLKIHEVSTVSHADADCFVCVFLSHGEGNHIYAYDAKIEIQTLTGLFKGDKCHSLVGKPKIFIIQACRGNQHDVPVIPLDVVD
Target sequence (P55212 194-293 limits assumed): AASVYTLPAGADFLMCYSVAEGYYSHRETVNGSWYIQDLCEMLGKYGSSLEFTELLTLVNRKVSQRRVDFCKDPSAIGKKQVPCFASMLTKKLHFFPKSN
FN deposition inh: fibronectin deposition inhibition | actives 0.086% (n = 350,000) | inhibition, % at 12.6 µM | AID 743247 | AH1F fibroblasts, Alexa488-fibronectin deposition fluorescence, overnight;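 active = mean inhibition across replicates of 30% or more, regardless of how many single replicates reach that level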;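 note: positive control wells lacked labelled fibronectin entirely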
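Measured by – fluorescence 485/525 nm · System – AH1F fibroblast monolayer, labelled fibronectin deposition · Amount – 10000 cells per well · Buffer or medium – serum-reduced DMEM (2% serum) · Doses – single dose, pinned · Also added – fluorescent fibronectin at 24 nM final · Schedule – 1 h cell attachment, overnight exposure to compound and label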
Statin myotox sup: suppression of simvastatin myotoxicity; rescue of ATP level, % at 7.49 µM; actives 0.78% (n = 330,000); C2C12 myotubes + simvastatin, ATP luminescence, 48 h; scaled: DMSO 0, geranylgeraniol control 100;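 active = mean ATP rescue above about 67%, or every replicate alone reaching that limit, limit read from the data, passing the limit was not always enough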;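 note: myotubes were challenged with 10 µM simvastatin during compound exposure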
esBAF inh: SWI/SNF esBAF complex inhibition | AID 602393 | actives 2% (n = 350,000) | reporter increase, % at 12.5 µM | mouse ES cells, Bmi1-luciferase knock-in reporter, 24 h; 100% = twice the neutral-well signal; in the data active = activation above about 40%;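 note: 0% = median of the plate's neutral control wells and 100% = double that signal; a rise in the Bmi1 reporter signal indicates esBAF inhibition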
LGR2 antag: inhibitors of bursicon-induced Drosophila LGR2 receptor cAMP signaling; HEK293 LGR2, CRE-luciferase, bursicon-stimulated, 4 h; inhibition, % at 9.99 µM; actives 0.35% (n = 380,000);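 active = drop in luminescence signal, shown as inhibition above about 50% in the replicate tests, limit read from the data, passing the limit was not always enough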;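 note: agonist challenge used bursicon conditioned medium at about half maximal strength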
An asterisk follows results filed as active; . = no result given. Some of the compounds tested (hit frequency here may not be typical).

The first 3 records (preview)
SMILES	SIRT5 block	S100A4 inh HTS	Casp6 inh	FN deposition inh	Statin myotox sup	esBAF inh	LGR2 antag
C[C@@H]1CN([C@@H](C)CO)C(=O)c2cc(NC(=O)CCC(F)(F)F)ccc2O[C@@H](C)CCCCO[C@H]1CN(C)C(=O)c1ccncc1	.	.	.	11	.	-1	0
CCCn1cc(CN2CCC(Cc3cccc(F)c3)(C(=O)OCC)CC2)c(C)n1	-4	-3	-4	1	.	.	11
COCCOC(=O)c1[nH]c2c(c1C)C(=O)CC(c1ccc(OC)cc1)C2 (stereo not drawn)	-6	-3	-3	-5	-11	6	8

The list itself, from the start:
SMILES	SIRT5 block	S100A4 inh HTS	Casp6 inh	FN deposition inh	Statin myotox sup	esBAF inh	LGR2 antag
C[C@@H]1CN([C@@H](C)CO)C(=O)c2cc(NC(=O)CCC(F)(F)F)ccc2O[C@@H](C)CCCCO[C@H]1CN(C)C(=O)c1ccncc1	.	.	.	11	.	-1	0
CCCn1cc(CN2CCC(Cc3cccc(F)c3)(C(=O)OCC)CC2)c(C)n1	-4	-3	-4	1	.	.	11
COCCOC(=O)c1[nH]c2c(c1C)C(=O)CC(c1ccc(OC)cc1)C2 (stereo not drawn)	-6	-3	-3	-5	-11	6	8
Cc1ccc(S(=O)(=O)N2CCN(C(=O)CSc3nnc(C)c(=O)[nH]3)CC2)cc1	.	.	.	0	-10	-10	.
CC(C)C(=O)Nc1ccc2c(c1)C(=O)N(C)[C@H]1CC[C@@H](CC(=O)NCCc3ccccc3)O[C@H]1CO2	.	.	.	0	8	0	-2
COc1cc(C(Nc2ccccn2)c2ccc3ccc(C)nc3c2O)cc(OC)c1O (stereo not drawn)	0	-6	1	.	62	12	15
COc1ccc(-c2nnc(SCC(=O)NNC(=O)Cc3ccccc3)n2C)cc1OC	-3	-7	0	.	.	.	15
C[C@@H]1CN([C@H](C)CO)C(=O)Cc2cc(NC(=O)CCCCCC(=O)Nc3ccccc3N)ccc2O[C@H]1CN(C)CC1CC1	-3	5	.	.	7	0	-7
COC(=O)[C@@H]1[C@@H](CO)[C@@H]2Cn3c(ccc(-c4ccccc4F)c3=O)[C@@H]2N1C(=O)c1ccccn1	1	-2	-3	.	14	1	3
O=C(Oc1ccccc1N1C(=O)C2CCCCC2C1=O)c1ccc(Cl)cc1 (stereo not drawn)	.	.	.	-4	1	-5	.
S=C1NCCOCCOCCOCCOCCNC(=S)N2CCOCCOCCN1CCOCC2	-3	0	-11	9	-1	-5	35
CC1=NN(c2ccccc2)C(=O)C1C(=O)c1ccccc1 (stereo not drawn)	-1	12	1	-5	.	.	2
CCOc1ccccc1N1CCN(c2nc3ccccc3nc2C(C#N)C(=O)OC(C)C)CC1 (stereo not drawn)	-10	-2	2	-12	.	.	12
Cn1c(=O)[nH]c(=O)c2c1nc(N/N=C/c1cccnc1)n2Cc1ccc(Cl)cc1	-2	-2	0	2	.	.	15
C[C@@H]1CN([C@H](C)CO)C(=O)Cc2cc(NC(=O)C3CCCCC3)ccc2O[C@@H]1CN(C)S(=O)(=O)c1ccc(Cl)cc1	5	-6	-1	.	-9	3	-9
O=C(CCCOc1ccc(Cl)cc1Cl)NCc1ccncc1	-1	-4	-2	.	3	-4	-7
COC(=O)c1cc(C)sc1NC(=O)CN1CCN(C(=O)c2ccco2)CC1	-3	-4	0	.	8	-2	9
COc1cc(-c2ccc(=O)[nH]n2)ccc1OC(F)F	-3	-1	.	0	9	-2	-3
Cc1ccc(NC(=O)COc2ccc(/C=C3/NC(=O)NC3=O)cc2)cc1	-1	1	2	-3	2	-6	-6
COc1cccc(NC(=S)N2CCC(NC(=O)C3CCCCC3)CC2)c1	-1	2	7	-5	30	-2	2
Oc1ccccc1-c1cc(C(F)(F)C(F)F)[nH]n1	.	.	.	-4	-34	30	-21
CCN(c1ccccc1)S(=O)(=O)c1ccc(Oc2ccccc2)c(N)c1	1	3	-8	.	-8	3	16
COc1ccccc1CNC(=O)C(NC(=O)c1ccc(C)cc1)C(C)C (stereo not drawn)	0	-2	2	.	.	.	8
Cc1cc(NC(=O)CO/N=C/c2ccc3c(c2)OCO3)ccc1Br	-4	-1	-1	1	.	.	4
Cc1cccc(-c2ccc([C@@H]3[C@H](CO)N4CCCCN(S(=O)(=O)c5ccccc5C)C[C@@H]34)cc2)c1	-1	4	-1	.	.	.	5

Complete entries, looked up by structure. Values in the order: SIRT5 block | S100A4 inh HTS | Casp6 inh | FN deposition inh | Statin myotox sup | esBAF inh | LGR2 antag
Shown for COc1cccc(NC(=S)N2CCC(NC(=O)C3CCCCC3)CC2)c1 = -1 | 2 | 7 | -5 | 30 | -2 | 2
Shown for COc1ccc(-c2nnc(SCC(=O)NNC(=O)Cc3ccccc3)n2C)cc1OC = -3 | -7 | 0 | . | . | . | 15

The list goes on.
SMILES	SIRT5 block	S100A4 inh HTS	Casp6 inh	FN deposition inh	Statin myotox sup	esBAF inh	LGR2 antag
CC(=O)Nc1ccc(S(=O)(=O)N2CCC3(CC2)OCCO3)cc1	-1	-2	-3	2	-5	4	4
O=C(Nc1ccc(-n2cnnn2)cc1)C1CCCN1C(=O)NC1CCCCC1 (stereo not drawn)	.	.	.	-1	3	9	.
Cn1nc(CC(=O)NCc2ccc(C(F)(F)F)cc2)c2ccccc2c1=O	.	.	.	-2	-36	-8	.
COc1ccc(C(C(=O)NC2CCCCC2)N(Cc2cccs2)C(=O)Cc2c[nH]c3ccccc23)cc1 (stereo not drawn)	.	.	.	-4	29	2	.
C[C@H](CO)N1C[C@H](C)[C@@H](CN(C)Cc2ccncc2)Oc2c(NC(=O)Nc3ccccc3)cccc2C1=O	-5	-9	4	.	7	-4	.
COc1cccc(CN2CCC(C(=O)N3CCN(Cc4ccc5c(c4)OCO5)CC3)CC2)c1	17*	1	-10	.	-14	3	4
COc1cccc(Sc2ccccc2/C=N/NC(N)=O)c1	-2	-3	-5	10	.	.	8
O=C(/C=C/[C@H]1O[C@@H](n2ccc(=O)[nH]c2=O)[C@H](O)[C@@H]1O)NCc1ccco1	1	-1	18	14	2	6	-11
COc1ccccc1NC(=O)c1cnc(Nc2ccccc2OC)c2ccccc12	-5	-11	-1	18	.	.	-16
C[C@@H]1CCCCO[C@H](CN(C)C(=O)NC2CCCCC2)[C@H](C)CN([C@@H](C)CO)C(=O)c2cc(NC(=O)Nc3ccc(C(F)(F)F)cc3)ccc2O1	1	-9	3	.	.	2	15
CCn1ccc2cc(OC)ccc2c1=S	.	.	.	9	5	0	.
O=c1oc2ccc(C#CC3(O)CCCCC3)cc2cc1-n1cc(-c2ccccn2)nn1	.	-1	.	-22	20	-30	-17
O=C(CN1CCN(S(=O)(=O)c2ccc3c(c2)OCCO3)CC1)Nc1cccc(F)c1	0	7	-2	1	-31	-1	-10
CC(C)NC(=O)c1ccc(CSCc2ccccc2Cl)o1	-4	5	2	-3	-4	26	-6
COc1ccccc1-c1ccc(/C=N/O)o1	-1	-1	0	-5	.	.	-6
CNC[C@H]1Oc2ccc(NC(=O)Nc3cccc4ccccc34)cc2CC(=O)N([C@H](C)CO)C[C@@H]1C	-1	3	-1	-4	-39	-6	-1
C=CCC1(C#N)C(=S)NC(C)=C(C(=O)OCC)C1c1ccccc1 (stereo not drawn)	-4	-4	1	1	.	.	1
C[C@@H]1CN([C@H](C)CO)C(=O)c2cc(NC(=O)CCCCCC(=O)Nc3ccccc3N)ccc2O[C@@H]1CN(C)C	2	-2	-3	0	.	.	-15
CCCNC(=O)C[C@@H]1CC[C@H]2[C@@H](COc3ccc(NC(=O)c4cccc(F)c4)cc3C(=O)N2C)O1	0	-5	3	-1	-11	-2	4
C[C@H]1CN([C@@H](C)CO)C(=O)Cc2cc(NC(=O)Cc3cn(C)c4ccccc34)ccc2O[C@H]1CN(C)C(=O)Nc1ccccc1	4	3	0	.	9	2	6
CCCCCCCCN1C(=O)[C@H](CC(=O)N2CCN(C(=O)C3CC3)CC2)C[C@@]2(C(=O)OC)CCCCC=C12	7	-6	7	-5	.	.	10
CC1CCCCN1C(=S)NC(=O)c1ccccc1 (stereo not drawn)	9	-13	0	-2	-3	2	-11
O=C(CSc1nnc(-c2ccccc2Br)o1)N1CCN(C(=O)c2ccco2)CC1	-3	-3	11	.	3	1	3
Cc1c(NC(=O)COc2ncnc3c(Cl)cc(Cl)cc23)c(=O)n(-c2ccccc2)n1C	.	.	.	6	3	-3	.
NCC[C@@H]1CC[C@@H](NC(=O)NC2CCCCC2)[C@@H](CO)O1	-3	-5	-3	-13	6	4	-12
The results go on.
SMILES	SIRT5 block	S100A4 inh HTS	Casp6 inh	FN deposition inh	Statin myotox sup	esBAF inh	LGR2 antag
CN(C)c1ccc(/C=C(\C#N)C(=O)c2ccccc2)cc1	-9	-10	-4	1	-13	6	-68
COC(=O)CSc1nnc(-c2cccnc2)n1-c1cccc(OC)c1	-9	5	0	.	-23	5	-16
COc1cccc(NC(=O)N[C@H]2C=C[C@@H](CC(=O)N3CCOCC3)O[C@H]2CO)c1	-1	59	0	2	-34	-11	0
O=C(CCNC(=O)c1ccco1)Nc1ccc(Cl)cc1	-3	1	1	1	.	.	-30
C[N+]1(CC(=O)NNc2c3ccccc3nc3ccccc23)CCOCC1	4	-1	-3	2	.	.	2
COc1ccc(/C=N/Nc2nn3cnnc3c3ccccc23)cc1	-1	0	-2	-5	.	.	-7
Cc1c2cnn(CC(=O)NCCN3CCOCC3)c(=O)c2c(C)n1Cc1ccccc1	-7	9	2	-1	-4	0	0
CN1C(=O)c2cc(NC(=O)C3CCCC3)ccc2OC[C@@H]2O[C@@H](CC(=O)NCc3ccccc3F)CC[C@@H]21	-1	4	0	4	.	.	-8
CCCNC(=O)N1CCC2(CC1)CN(C(=O)NC(C)C)[C@H](CO)c1c2c2ccc(OC)cc2n1C	-7	5	1	.	.	.	-1
CC1CCN(S(=O)(=O)c2ccc(C(=O)N(C)C3CCS(=O)(=O)C3)cc2)CC1 (stereo not drawn)	25*	-15	3	-3	-2	0	8
CCCNC(=O)N1CC2(C1)[C@H](c1ccccc1)[C@H](CO)N2Cc1ccc(Cl)cc1	6	-4	0	-7	.	.	5
CN1CCN(c2ncnc3c2ncn3[C@H]2CN(Cc3ccc4c(c3)OCO4)C[C@@H](CO)O2)CC1	0	14	-1	10	-2	0	-4
Cc1ccc(N2CCN(CC(O)COC3CCCCC3)CC2)cc1 (stereo not drawn)	.	.	.	-40	-8	1	.
Cc1ccccc1-c1nnn(Cc2cccc(S(=O)(=O)N3CCOCC3)c2)n1	-12	7	-2	2	-1	2	-11
COc1cccc(C2C(C(N)=O)=C(C)Nc3nc(-c4cccc(Cl)c4)nn32)c1 (stereo not drawn)	.	.	.	4	14	-7	.
COc1ccccc1-c1cn(CC[C@H]2CC[C@H](NC(=O)c3ccccc3F)[C@H](CO)O2)nn1	0	-13	-1	5	13	2	20
O=C(C[C@H]1C[C@@H]2c3cc(NC(=O)c4ccc5c(c4)OCO5)ccc3O[C@@H]2[C@@H](CO)O1)NCc1cccnc1	0	1	-1	.	1	-3	1
CCN(CC)S(=O)(=O)c1ccc(NC2CCCc3ccccc32)nc1 (stereo not drawn)	.	.	.	-2	22	20	.
CC(C)=CCCC(C)CN1CCC(N2CCC(C(=O)NC(C)C)CC2)CC1 (stereo not drawn)	-5	2	-3	6	-11	-6	5
COc1ccc(C(=O)NC(=S)NNC(=O)c2cccc(C)c2)cc1	0	2	1	3	.	.	11
C[C@@H]1CN([C@@H](C)CO)C(=O)c2cc(C#CC3(O)CCCC3)cnc2O[C@H]1CN(C)Cc1cncnc1	0	3	-1	-23	.	-1	2
CCc1ccc(-c2nnn(CCC(=O)OC)n2)cc1	.	.	.	-14	-4	-58	.
C[C@H]1CN([C@@H](C)CO)C(=O)c2cc(NC(=O)CCC(F)(F)F)ccc2O[C@@H]1CN(C)C(=O)Nc1ccc(F)cc1	5	-6	1	.	-17	0	-9
CCCCNC(=O)C1c2ccccc2OCC(=O)N1Cc1ccccn1 (stereo not drawn)	-1	-2	-1	-5	.	.	0
CC(C(=O)N1c2ccccc2CC1C)N1CCN(S(=O)(=O)c2ccccc2F)CC1 (stereo not drawn)	9	-1	1	5	0	-2	-13
